From PubChem BioAssay
Mtb BioA inh = M. tuberculosis BioA enzyme inhibitors, primary screen, biochemical, plate reader, single point, HTS; 7,8-diaminopelargonic acid synthase BioA (Mycobacterium tuberculosis); purified M. tuberculosis BioA enzyme; inhibition, % at 9.99 µM; hit rate 0.096% among 360,000; AID 602481, 2012; in the data active means inhibition above about 40%
* marks the source's active call; other numbers are inactive results. A portion of the library; the hit share may differ from the screen's.

SMILES	Mtb BioA inh
C/C=C/c1ccc2c(c1)O[C@@H](CN(C)C(=O)c1ccccc1)[C@H](C)CN([C@H](C)CO)S2(=O)=O	12.1
Cc1ccccc1S(=O)(=O)N1C[C@H](O)COC[C@@H]2O[C@H](CC(=O)NCCc3ccccc3)CC[C@H]21	2.1
C[C@@H]1CN([C@H](C)CO)C(=O)c2cc(/C=C/c3ccccc3)cnc2O[C@H]1CN(C)C(=O)C1CCCCC1	5.8
Cc1ccc(-c2cnc3c(c2)C(=O)N([C@@H](C)CO)C[C@@H](C)[C@@H](CN(C)Cc2ccccc2C(=O)O)O3)cc1	-1.1
COCC#Cc1cnc2c(c1)C(=O)N([C@H](C)CO)C[C@H](C)[C@@H](CN(C)C(=O)NC1CCCC1)O2	4.4
COc1ccc(NC(=O)N[C@H]2CC[C@H](CCNC(=O)c3cc(Cl)cc(Cl)c3)O[C@@H]2CO)cc1	2.2
COc1cccc(NC(=O)N(C)C[C@@H]2Oc3cc(C#Cc4ccncc4)ccc3S(=O)(=O)N([C@@H](C)CO)C[C@H]2C)c1	4.3
COc1ccc(S(=O)(=O)N[C@H]2CC[C@H](CCNC(=O)Cc3ccccn3)O[C@@H]2CO)cc1	-3.7
CCNC(=O)Nc1ccc2c(c1)C(=O)N(C)[C@@H]1CC[C@H](CC(=O)NCCOC)O[C@@H]1CO2	0.6
COc1ccc(S(=O)(=O)N(C)C[C@H]2Oc3ccc(NC(=O)Cn4cnnn4)cc3CC(=O)N([C@@H](C)CO)C[C@H]2C)cc1	4.6
C[C@H](CO)N1C[C@H](C)[C@H](CN(C)C(=O)c2ccccc2)OCCCC[C@H](C)Oc2ccc(NC(=O)Cc3ccccc3)cc2C1=O	-1.5
CO[C@@H]1CC[C@H]2CCOc3ccc(C#N)cc3C(=O)N(C)C[C@@H](OC)[C@@H](C)C(=O)N(C)C[C@H]1O2	0.0
C[C@@H]1CN([C@@H](C)CO)C(=O)c2cc(NC(=O)Nc3ccc4c(c3)OCO4)ccc2O[C@H]1CN(C)S(C)(=O)=O	3.1
COc1ccc(NC(=O)Nc2ccc3c(c2)C(=O)N([C@H](C)CO)C[C@H](C)[C@H](CN(C)C(=O)Nc2ccc(C(F)(F)F)cc2)OCCCC[C@H](C)O3)cc1	-0.4
COc1ccccc1-c1ccc2n(c1=O)C[C@H]1[C@H](CO)[C@@H](C(=O)NCc3ccccc3F)N[C@@H]21	-1.4
COc1ccc(S(=O)(=O)N(C)C[C@@H]2OCCCC[C@@H](C)Oc3ccc(NC(=O)Nc4ccc(C(F)(F)F)cc4)cc3C(=O)N([C@@H](C)CO)C[C@H]2C)cc1	1.9
Cc1noc(C)c1S(=O)(=O)N(C)C[C@@H]1OCCCC[C@@H](C)Oc2ccc(NS(=O)(=O)c3cccs3)cc2C(=O)N([C@@H](C)CO)C[C@@H]1C	0.1
O=C(C[C@H]1C[C@@H]2c3cc(NS(=O)(=O)c4ccc(F)cc4)ccc3O[C@@H]2[C@@H](CO)O1)NCc1cc(F)ccc1F	-0.6
C[C@@H]1CN([C@H](C)CO)C(=O)c2cc(C3=CCCCC3)cnc2O[C@@H]1CN(C)C(=O)Cc1ccccc1	-1.2
CO[C@@H]1CN(C)C(=O)c2ccc(NC(C)=O)cc2OC[C@H](C)N(C(=O)C2CCOCC2)C[C@@H]1C	2.5
CCC(=O)N(C)C[C@H]1Oc2ncc(-c3ccc(F)cc3)cc2C(=O)N([C@H](C)CO)C[C@@H]1C	-0.8
CC(C)NC(=O)Nc1ccc2c(c1)CC(=O)N([C@H](C)CO)C[C@H](C)[C@H](CN(C)C(=O)Nc1ccc(F)cc1)O2	-1.9
CC(=O)N(C)C[C@@H]1Oc2ncc(C#Cc3cccc(F)c3)cc2C(=O)N([C@H](C)CO)C[C@@H]1C	2.3
CC(=O)N(C)C[C@@H]1Oc2cc(/C=C/c3ccccc3)ccc2S(=O)(=O)N([C@H](C)CO)C[C@@H]1C	3.5
CO[C@@H]1CN(C)C(=O)c2ccc(NC(=O)c3cnccn3)cc2OC[C@@H](C)N(C(=O)C2CC2)C[C@H]1C	15.4
OC[C@H]1[C@@H](c2ccc(C#CC3(O)CCCC3)cc2)[C@@H]2CN(Cc3ccncc3)CCCCN12	3.1
CN(C)CC#Cc1ccc([C@H]2[C@@H](CO)N3CCCCN(C(=O)Nc4cc(F)ccc4F)C[C@@H]23)cc1	5.1
C[C@@H]1CN([C@H](C)CO)C(=O)c2cc(C#CCN(C)C)cnc2O[C@@H]1CN(C)Cc1ccc2c(c1)OCO2	1.8
C[C@H](CO)N1C[C@H](C)[C@@H](CN(C)C(=O)C2CCCCC2)Oc2ncc(C#CCc3ccccc3)cc2C1=O	0.3
CCS(=O)(=O)N1CCCCN2[C@@H](CO)[C@@H](c3ccc(-c4ccccc4F)cc3)[C@@H]2C1	-4.8
COCC(=O)N(C)C[C@@H]1Oc2cc(C#Cc3ccccc3)ccc2S(=O)(=O)N([C@@H](C)CO)C[C@H]1C	1.3
CC(C)NC(=O)N(C)C[C@@H]1Oc2ccc(NC(=O)Cc3cn(C)c4ccccc34)cc2CC(=O)N([C@H](C)CO)C[C@@H]1C	-3.8
COc1ccc(NC(=O)N(C)C[C@H]2Oc3c(NC(=O)c4nc5ccccc5s4)cccc3C(=O)N([C@@H](C)CO)C[C@@H]2C)cc1	-0.5
C[C@H]1CCCCO[C@H](CN(C)C(=O)Cc2ccccc2)[C@@H](C)CN([C@@H](C)CO)C(=O)c2cc(NC(=O)Nc3ccc4c(c3)OCO4)ccc2O1	-1.3
O=C(C[C@H]1CC[C@H](NC(=O)CN2CCOCC2)[C@@H](CO)O1)NC1CCCCC1	-2.1
CO[C@H]1CN(C)C(=O)c2ccc(NC(=O)NC(C)C)cc2OC[C@@H](C)N(C(=O)NC(C)C)C[C@@H]1C	-1.6
O=C(C[C@H]1C[C@@H]2c3cc(NC(=O)CC4CC4)ccc3O[C@@H]2[C@H](CO)O1)NCc1ccccc1F	0.0
O=C(N[C@@H]1CC[C@@H](CCNC(=O)C2CCCC2)O[C@@H]1CO)c1ccccn1	0.4
CC(C)NC(=O)N1CCCCN2[C@@H](CO)[C@@H](c3ccc(C#Cc4ccccc4F)cc3)[C@@H]2C1	-2.8
CC(=O)N(C)C[C@@H]1Oc2ncc(/C=C/c3ccccc3)cc2C(=O)N([C@H](C)CO)C[C@H]1C	2.4
C[C@@H]1CN([C@@H](C)CO)C(=O)Cc2cc(NC(=O)Cn3cnnn3)ccc2O[C@H]1CN(C)C(=O)Nc1ccccc1	0.2
COc1ccc(-c2ccc([C@H]3[C@H]4CN(S(=O)(=O)c5cccs5)CCCCN4[C@H]3CO)cc2)cc1	-4.6
CN(C)CC(=O)Nc1ccc2c(c1)[C@@H]1C[C@H](CC(=O)NCc3ccc(Cl)cc3)O[C@H](CO)[C@@H]1O2	-0.5
COc1ccc(-c2cnc3c(c2)C(=O)N([C@H](C)CO)C[C@H](C)[C@H](CN(C)S(=O)(=O)c2ccc(C#N)cc2)O3)cc1	2.2
COc1ccc(NC(=O)N(C)C[C@H]2Oc3cc(C#CCN(C)C)ccc3S(=O)(=O)N([C@@H](C)CO)C[C@H]2C)cc1	1.9
Cc1ccc(S(=O)(=O)N2CC[C@@H]3[C@@H](CO)N(C)c4ccc(-c5ccc(C#N)cc5)cc4[C@@H]32)cc1	0.8
CC=Cc1ccc2n(c1=O)C[C@@H]1[C@@H](CO)[C@H](C(=O)N(C)C)[C@H]2N1C (mixture of isomers)	-0.4
Cc1ccc(S(=O)(=O)N(C)C[C@@H]2OCCCC[C@@H](C)Oc3ccc(NC(=O)CCCN(C)C)cc3C(=O)N([C@@H](C)CO)C[C@H]2C)cc1	-0.9

Two compounds drawn at random from those above:
SMILES	Mtb BioA inh
CC=Cc1ccc2n(c1=O)C[C@@H]1[C@@H](CO)[C@H](C(=O)N(C)C)[C@H]2N1C (mixture of isomers)	-0.4
CC(C)NC(=O)N1CCCCN2[C@@H](CO)[C@@H](c3ccc(C#Cc4ccccc4F)cc3)[C@@H]2C1	-2.8

(cont.)
SMILES	Mtb BioA inh
COc1cccc(S(=O)(=O)N2CCCCN3[C@H](CO)[C@H](c4ccc(C#CC5CC5)cc4)[C@@H]3C2)c1	6.8
CC(C)COC(=O)N(C)C[C@@H]1OCc2ccccc2-c2c(n(C)c3ccccc23)C(=O)N([C@H](C)CO)C[C@@H]1C	3.6
O=C(C1CC1)N1[C@@H](CO)[C@@H]2c3ccccc3N(S(=O)(=O)c3ccc(F)cc3)C[C@@H]21	-2.3
CCCC(=O)Nc1ccc2c(c1)OC[C@H](C)N(C(C)=O)C[C@H](C)[C@H](OC)CN(C)C2=O	-2.4
C[C@@H]1CN([C@@H](C)CO)C(=O)c2cc(-c3cccnc3)cnc2O[C@H]1CN(C)C(=O)Cc1cccnc1	-2.3
COCC(=O)Nc1ccc2c(c1)[C@H]1C[C@H](CC(=O)N[C@H](C)c3ccccc3)O[C@H](CO)[C@H]1O2	-3.7
C[C@@H]1CN([C@@H](C)CO)C(=O)Cc2cc(NS(C)(=O)=O)ccc2O[C@H]1CN(C)Cc1ccc(C(=O)O)cc1	-2.4
CO[C@H]1CN(C)C(=O)c2cc(NC(=O)c3ccccc3)ccc2OC[C@H](C)N(C(=O)CN(C)C)C[C@@H]1C	-0.4
CC(=O)N(C)C[C@@H]1Oc2ncc(C#Cc3ccccn3)cc2C(=O)N([C@@H](C)CO)C[C@@H]1C	-5.7
C[C@@H]1CN([C@@H](C)CO)C(=O)c2cc(NC(=O)NC3CCCCC3)ccc2O[C@@H](C)CCCCO[C@@H]1CN(C)C(=O)NC1CCCCC1	2.4
COc1ccc(CN(C)C[C@@H]2Oc3c(NC(=O)NC4CCCCC4)cccc3C(=O)N([C@@H](C)CO)C[C@@H]2C)cc1	0.6
C[C@@H]1CN([C@@H](C)CO)S(=O)(=O)c2ccc(-c3cccc(C(=O)N(C)C)c3)cc2O[C@@H]1CN(C)C(=O)Nc1ccccc1	-2.4
CCN1[C@@H]2c3ccc(-c4ccccc4F)c(=O)n3C[C@H]1[C@H](CO)[C@H]2C(=O)N1CCOCC1	-1.6
C[C@H](CO)N1C[C@H](C)[C@@H](CN(C)Cc2cccnc2)Oc2ncc(C#CC3CCCCC3)cc2C1=O	5.0
C[C@@H]1CN([C@@H](C)CO)C(=O)c2cccc(NS(=O)(=O)c3ccc(Cl)cc3)c2O[C@@H]1CN(C)S(=O)(=O)c1ccc(Cl)cc1	-1.6
O=C(C[C@H]1CC[C@@H]2[C@H](COC[C@H](O)CN2Cc2ccccc2)O1)N1CCOCC1	1.6
CCCC#Cc1ccc2c(c1)O[C@H](CN(C)C(=O)C1CCC1)[C@@H](C)CN([C@H](C)CO)S2(=O)=O	2.7
C[C@H]1CN([C@@H](C)CO)S(=O)(=O)c2ccc(C#CCN(C)C)cc2O[C@@H]1CN(C)Cc1ccc(F)cc1	1.1
C[C@H](CO)N1C[C@H](C)[C@H](CN(C)Cc2ccc(Cl)c(Cl)c2)Oc2c(NS(=O)(=O)c3cn(C)cn3)cccc2C1=O	-1.9
O=C(C[C@@H]1CC[C@H](NC(=O)Nc2cccc(F)c2)[C@@H](CO)O1)NCC1CC1	4.9
C[C@H]1CN([C@@H](C)CO)C(=O)c2cc(C#CC3(O)CCCC3)cnc2O[C@@H]1CN(C)C(=O)Nc1ccc2c(c1)OCO2	10.1
C[C@@H]1CN([C@@H](C)CO)C(=O)c2cc(NC(=O)Nc3ccc4c(c3)OCO4)ccc2O[C@@H](C)CCCCO[C@H]1CN(C)C(=O)Nc1cccc2ccccc12	0.0
C[C@@H]1CN([C@H](C)CO)C(=O)c2cc(-c3ccncc3)cnc2O[C@H]1CN(C)C(=O)C1CCCCC1	4.4
COc1ccccc1-c1ccc([C@@H]2[C@@H](C#N)N(C(=O)c3cccnc3)[C@@H]2CO)cc1	2.6

At a glance, two of the compounds above.
SMILES	Mtb BioA inh
C[C@@H]1CN([C@H](C)CO)C(=O)c2cc(-c3ccncc3)cnc2O[C@H]1CN(C)C(=O)C1CCCCC1	4.4
COc1ccccc1-c1ccc([C@@H]2[C@@H](C#N)N(C(=O)c3cccnc3)[C@@H]2CO)cc1	2.6

The main list resumes; the 5 compounds before the break are reprinted first.
SMILES	Mtb BioA inh
O=C(C[C@@H]1CC[C@H](NC(=O)Nc2cccc(F)c2)[C@@H](CO)O1)NCC1CC1	4.9
C[C@H]1CN([C@@H](C)CO)C(=O)c2cc(C#CC3(O)CCCC3)cnc2O[C@@H]1CN(C)C(=O)Nc1ccc2c(c1)OCO2	10.1
C[C@@H]1CN([C@@H](C)CO)C(=O)c2cc(NC(=O)Nc3ccc4c(c3)OCO4)ccc2O[C@@H](C)CCCCO[C@H]1CN(C)C(=O)Nc1cccc2ccccc12	0.0
C[C@@H]1CN([C@H](C)CO)C(=O)c2cc(-c3ccncc3)cnc2O[C@H]1CN(C)C(=O)C1CCCCC1	4.4
COc1ccccc1-c1ccc([C@@H]2[C@@H](C#N)N(C(=O)c3cccnc3)[C@@H]2CO)cc1	2.6
O=C(NCC[C@H]1CC[C@@H](NC(=O)c2cccnc2)[C@@H](CO)O1)Nc1ccc(Cl)cc1	3.6
CC(C)NC(=O)N1CCCCN2[C@H](CO)[C@H](c3ccc(C#C[C@@H](C)O)cc3)[C@@H]2C1	2.4
CCC(=O)N[C@@H]1CC[C@@H](CC(=O)OC)O[C@H]1CO	2.2
C[C@H]1CN([C@@H](C)CO)C(=O)Cc2cc(NC(=O)C3CCCCC3)ccc2O[C@H]1CN(C)Cc1ccc(C(=O)O)cc1	-0.1
Cc1noc(C)c1S(=O)(=O)Nc1ccc2c(c1)C(=O)N([C@H](C)CO)C[C@@H](C)[C@@H](CN(C)C(=O)Nc1ccc3c(c1)OCO3)O2	0.2
C[C@@H]1CCCCO[C@H](CN(C)Cc2ccc3c(c2)OCO3)[C@@H](C)CN([C@@H](C)CO)C(=O)c2cc(NC(=O)c3ccncc3)ccc2O1	1.7
C[C@@H]1CN([C@@H](C)CO)S(=O)(=O)c2ccc(C#Cc3ccccn3)cc2O[C@H]1CN(C)C(=O)C1CC1	-2.6
C[C@H](CO)N1C[C@H](C)[C@@H](CN(C)Cc2cccc(F)c2)Oc2ncc(Br)cc2C1=O	8.9
